From PubChem BioAssay
Rab2 wt GTP – changes GTP binding to wildtype dog Rab2A, up or down; P61105; GST-Rab2 wt beads, Bodipy-GTP binding, flow cytometry; GTP binding activity, % at 10 µM; 190,000 compounds, 0.19% hits;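 active = GTP binding activity at least 20 points away from 100%, either lowered or raised; inconclusive = signal likely due to the compound's own green fluorescence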;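 note: 0% = beads with excess unlabeled GTP and 100% = no-compound control corrected for plate trend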
Bim-Mcl-1 – disrupts Bim peptide binding to human Mcl-1; Bead-based flow cytometry, Bim peptide-Mcl-1 binding; AID 1009; 190,000 compounds, 0.1% hits; inhibition, % at 10 µM; in the data active = inhibition above about 40%;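 note: 0% = no compound tracer wells and 100% = peptide blocker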
Target sequence (Q07820 whole entry, looked up): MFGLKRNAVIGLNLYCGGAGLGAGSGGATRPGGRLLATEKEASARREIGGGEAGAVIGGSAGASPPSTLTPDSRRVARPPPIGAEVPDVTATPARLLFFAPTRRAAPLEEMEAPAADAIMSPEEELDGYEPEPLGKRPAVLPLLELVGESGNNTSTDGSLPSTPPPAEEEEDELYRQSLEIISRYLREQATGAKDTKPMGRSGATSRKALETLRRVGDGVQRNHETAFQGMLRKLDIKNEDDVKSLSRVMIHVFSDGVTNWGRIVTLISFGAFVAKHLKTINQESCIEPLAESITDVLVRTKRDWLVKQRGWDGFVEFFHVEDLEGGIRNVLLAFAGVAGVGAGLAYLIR
Rab7 wt modul – alters GTP binding to wildtype dog Rab7; GST-Rab7 beads, fluorescent GTP binding, flow cytometry; actives lie on both sides; untreated = 100%, excess cold GTP = 0%; 190,000 compounds, 0.055% hits; GTP binding activity (percent of control), % at 10 µM;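 active = fluorescent GTP binding to Rab7 beads changed by at least 20 points from the 100% baseline, either direction, mostly lower; inconclusive = compound itself probably fluorescent, or too few beads counted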;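 note: median green fluorescence of bound Bodipy-FL-GTP per Rab7 bead population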
Rac1 mut GTP – alters GTP binding to activated mutant human Rac1 | P63000 | GST-Rac1 activated beads, fluorescent GTP binding, flow cytometry; actives lie on both sides; 100% means binding = to untreated wells | percent activity (GTP binding), % at 10 µM | 190,000 compounds, 0.11% hits | AID 764;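 active = GTP binding at least 20 percentage points away from the 100% baseline, in either direction, so actives lie on both sides; inconclusive = Compound likely fluorescent itself, or too few beads counted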
Pf gamet viab – kills late stage P. falciparum gametocytes; P. falciparum stage V gametocytes, ATP luminescence, 24 h; inhibition, % at 10.9 µM; 150,000 compounds, 0.065% hits;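 active = inhibition above the mean plus 3 SD of compounds within the control limits, set per campaign, cut at about 38% in these data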;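 note: 0% = DMSO wells and 100% = medium only without gametocytes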
Cdc42 wt – human Cdc42 wildtype GTP binding change, either direction | P60953 | GST-Cdc42 beads, Bodipy-GTP binding, flow cytometry; actives lie on both sides | percent activity (GTP binding), % at 10 µM | 190,000 compounds, 0.2% hits | AID 761;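 active = percent activity GTP binding at least 20 points away from the 100% baseline, either down as inhibitor or up as activator; inconclusive = compound flagged as likely green fluorescent from well-wide comparison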;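 note: median bead fluorescence of bound Bodipy-FL-GTP at 100 nM; 0% = excess unlabeled GTP control and 100% = no compound control; below 100% means less GTP binding so inhibitor and above means activator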
Target sequence (P60953 whole entry, looked up): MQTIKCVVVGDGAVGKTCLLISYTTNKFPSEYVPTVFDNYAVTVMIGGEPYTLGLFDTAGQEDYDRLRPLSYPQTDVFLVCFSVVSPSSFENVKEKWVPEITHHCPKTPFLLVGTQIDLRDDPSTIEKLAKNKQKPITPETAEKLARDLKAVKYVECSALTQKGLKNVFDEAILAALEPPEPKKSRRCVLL
Avidin fluor – compound fluoresces at 488/530 nm on avidin beads; compound fluorescence 488/530 nm, flow cytometry; active compounds read high; fluorescence (KMESF) at 10 µM; 220,000 compounds, 0.38% hits; in the data active = fluorescence above about 47; note: inactives centre near 10
Mcl1-Noxa inh – disrupts binding of human Mcl-1 to Noxa peptide. 220,000 compounds, 1.5% hits. AID 1022. TR-FRET Mcl-1/Noxa peptide binding, 2 h. inhibition, % at 21.7 µM. Q07820;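 active = compounds that cut the protein-peptide binding signal by more than 50% relative to plate controls in a single-dose test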;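 note: His-tagged Mcl-1 with rhodamine Noxa BH3 peptide and terbium anti-His antibody; 0% = Mcl-1 plus Noxa peptide wells and 100% = peptide-only wells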
HRas wt GTP – modulators of GTP binding to human HRas wildtype; GTP binding activity, % at 10 µM; GST-Ras wt beads, Bodipy-FL-GTP binding, flow cytometry; actives lie on both sides; 190,000 compounds, 0.14% hits; AID 759; P01112;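 active = GTP binding activity at least 20% away from the 100% baseline, either lowered as inhibitor or raised as activator; inconclusive = flagged as likely green fluorescent, judged across all proteins in the well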;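 note: 0% = unlabeled GTP competition control and 100% = no-compound control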
Target sequence (P01112 whole entry, looked up): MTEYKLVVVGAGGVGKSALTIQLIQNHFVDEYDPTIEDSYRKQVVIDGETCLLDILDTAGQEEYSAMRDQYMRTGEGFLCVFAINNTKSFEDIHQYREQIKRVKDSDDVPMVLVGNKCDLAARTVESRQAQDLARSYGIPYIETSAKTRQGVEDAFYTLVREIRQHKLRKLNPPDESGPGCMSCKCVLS
Mcl1-Bid inh – Mcl-1/Bid interaction inhibition. Q07820. TR-FRET Mcl-1/Bid-Dy647 peptide binding, 1536-well. inhibition, % at 21.7 µM. 220,000 compounds, 0.97% hits;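 active = compounds that cut the binding signal by more than half at the single screening dose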;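 note: His-tagged Mcl-1 with europium anti-His antibody binding Bid BH3 peptide; 0% = Mcl-1 plus peptide wells and 100% = peptide-only wells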
Rac1 wt GTP bind – human Rac1 wildtype GTP binding, inhibitors and activators. P63000. 190,000 compounds, 0.27% hits. GTP binding activity (% of control), % at 10 µM. GST-Rac1 beads, fluorescent GTP binding, flow cytometry; actives lie on both sides; 0 = cold GTP competed, 100 = untreated. AID 757;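 active = GTP binding activity at least 20 points away from the 100% control level, either lower or higher; inconclusive = compound flagged as likely green fluorescent, judged across all proteins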
* = called active by the depositor; ? = inconclusive; . = not tested or not shown.

Start of the data: the first 2 records as a preview:
SMILES	Rab2 wt GTP	Bim-Mcl-1	Rab7 wt modul	Rac1 mut GTP	Pf gamet viab	Cdc42 wt	Avidin fluor	Mcl1-Noxa inh	HRas wt GTP	Mcl1-Bid inh	Rac1 wt GTP bind
Cc1cc(C)c(C#N)c(SCc2ccc(F)cc2)n1	91	0	94	97	-10	101	13	-11	94	-24	100
COc1ccccc1Cn1c(-c2ccccc2OC)nc2ccccc21	99	-4	100	98	.	99	15	20	99	13	103

This part in full, from the first entry:
SMILES	Rab2 wt GTP	Bim-Mcl-1	Rab7 wt modul	Rac1 mut GTP	Pf gamet viab	Cdc42 wt	Avidin fluor	Mcl1-Noxa inh	HRas wt GTP	Mcl1-Bid inh	Rac1 wt GTP bind
Cc1cc(C)c(C#N)c(SCc2ccc(F)cc2)n1	91	0	94	97	-10	101	13	-11	94	-24	100
COc1ccccc1Cn1c(-c2ccccc2OC)nc2ccccc21	99	-4	100	98	.	99	15	20	99	13	103
Cn1cccc1/C=N/NC(=O)C12CC3CC(CC(C3)C1)C2	99	-4	101	102	-6	105	10	-6	102	-19	106
CCCCn1c(=O)nc2n(-c3ccc(Cl)cc3)c3ccccc3cc-2c1=O	99	-4	99	100	-1	95	4	0	97	-5	103
CCC(OC(=O)CN1C(=O)C(=O)c2ccccc21)C(=O)Nc1ccc(S(N)(=O)=O)cc1 (centres undefined)	99	0	96	93	10	97	8	25	95	-22	100
Cc1nn(C)c(Oc2ccccc2)c1CCNS(=O)(=O)c1ccccc1	96	-1	96	94	.	98	30	1	97	-16	97
CCOc1ccc(/C(O)=C2/C(=O)C(=O)N(CCOCCO)C2c2ccccc2)cc1 (centres undefined)	99	-2	98	97	.	99	18	2	97	8	98
CCOC(=O)N1CCN(CC(=O)Nc2c(C(=O)OC)[nH]c3ccccc23)CC1	100	1	102	99	.	98	106*	13	100	-13	100
COCCn1c(C)cc(C(=O)CSc2ccc(NC(C)=O)cc2)c1C	97	-2	94	97	.	97	4	-2	96	-89	99
O=[N+]([O-])c1cccc2ccc(/C=C/c3ccc(F)cc3)nc12	99	-2	101	100	.	97	16	-1	100	-2	99
CCOc1cc(/C=N/O)cc(Br)c1OCC(=O)NCc1ccccc1	98	0	97	99	4	100	15	14	99	-17	103
Cc1nc2ncnn2c(N2CCN(C(=O)Cc3cccs3)CC2)c1C	104	0	101	101	-2	105	34	17	104	-22	108
COc1cccc(OCc2nnc(SCC(=O)NNC(=O)C3CCCCC3)n2C)c1	102	1	105	95	-5	100	9	20	103	-2	105
CC(C)(C)C(=O)/C=C(\N)c1ccccn1	98	1	98	100	-27	99	7	-10	99	-55	105
Cc1cnc(C)c(N2CCC(C(=O)NCc3cccs3)CC2)n1	99	-5	99	98	11	101	6	2	100	-9	100
CC(C)(C)NS(=O)(=O)c1cc(C(=O)Nc2sccc2C#N)ccc1Cl	96	-5	98	95	-11	101	12	25	97	-70	98
CCN(CC)S(=O)(=O)c1ccc(C(=O)NC(=S)N(CCC#N)Cc2cccnc2)cc1	?	0	?	?	10	?	11	12	?	-20	?
O=C(NCCCN1CCOCC1)C(=O)N/N=C/c1c(Cl)cccc1Cl	99	0	103	95	11	99	21	8	99	2	100
O=C(NCc1ccco1)c1ccc(=O)[nH]n1	96	-1	98	96	-11	97	6	8	97	-10	102
CC(C)(C)c1nc2sc3c(c2c(=O)o1)CCCC3	99	-2	100	99	.	103	13	-3	102	-25	106
CCC(C)(C)NC(=O)C(c1ccc(C)cc1)N(Cc1ccco1)C(=O)CCC(=O)Nc1nccs1 (centres undefined)	103	0	106	97	-19	100	10	4	102	-35	111
CN(C)S(=O)(=O)NCCNc1ccc(C(F)(F)F)cc1[N+](=O)[O-]	100	-2	103	95	4	98	12	5	97	-25	98
CC1CCCCN1CCCNC(=O)C1CCN(c2nc3ccccc3o2)CC1 (centres undefined)	97	-4	96	98	.	101	7	7	98	-6	99
O=C(CSc1nc2ccccc2c(=O)n1Cc1ccco1)NCc1ccco1	103	-3	101	100	.	103	29	38	102	-7	110
O=C(Nc1ccc(F)c(Cl)c1)N1CCCC1	99	-2	102	96	-18	98	8	13	100	-29	97
O=C(Nc1ccccc1Cl)c1cccc(NS(=O)(=O)c2ccccc2)c1	100	1	101	98	.	101	8	13	100	-4	102
CCOC(=O)c1[nH]ncc1CN1CCCC(C(=O)c2cccc3ccccc23)C1 (centres undefined)	97	0	97	94	12	96	7	13	97	-7	100
COc1ccc2[nH]c(=O)c(CN(CC3CCCO3)C(=O)Nc3ccccc3)cc2c1 (centres undefined)	96	-1	97	96	-5	96	30	7	96	11	94
COc1ncnc2c1sc1nc(-c3ccccc3)c3c(c12)CCCC3	97	-5	99	98	-22	94	20	21	95	-17	96
CC1(C(=O)OCC(=O)Nc2ccc(C(N)=O)cc2)CC1(Cl)Cl (centres undefined)	98	0	104	95	8	95	9	5	99	-35	99
COc1cccc(C(c2sc3ncnn3c2O)N2CC(C)OC(C)C2)c1 (centres undefined)	97	0	101	100	.	99	8	2	97	-6	98
CCn1c(=O)c2c3c(sc2n(C)c1=O)CCC3	101	0	102	99	8	103	4	-8	103	-52	106
Cc1ccc(O)c(CCc2ccccc2)n1	101	-8	101	103	18	103	12	1	103	-20	108
COc1ccc(N2C(=O)CC(N3CCN(c4ccccc4F)CC3)C2=O)cc1 (centres undefined)	105	0	104	101	7	103	11	7	103	-8	108
COc1ccc(CCN2CN(S(=O)(=O)c3ccc(OC)cc3)c3nc4ccccc4nc32)cc1	99	-4	99	101	-6	104	11	-12	100	-6	107
COC(=O)C1=C(C)N(Cc2ccc(C)cc2)C(=O)C1	99	-3	101	99	.	98	14	-2	99	-31	106
COc1ccc(/C=C2\CCCC3C2=NN(C(=O)COC(=O)CNC(=O)c2ccccc2)C3c2ccc(OC)cc2)cc1 (centres undefined)	103	1	98	103	8	108	28	-11	102	-6	111
CCOC(=O)c1ccc(NC(=O)c2ccc(C)c(S(=O)(=O)N3CCOCC3)c2)cc1	95	-2	101	96	1	99	26	-1	101	-28	96
C=CCc1cc(OC)ccc1OCCOCCC(C(=O)OCC)C(=O)OCC	100	-4	102	98	2	98	12	-10	100	-7	104
Cn1c(=O)c2c(nc(OCc3cccnc3)n2Cc2c(F)cccc2Cl)n(C)c1=O	99	-1	100	98	-16	101	7	15	98	-10	101
CCOC(=O)C1CCN(c2nc(C)cc(C)c2C#N)CC1	95	-3	94	94	-4	95	9	24	94	-1	94
CCOc1cc(-c2c(C#N)c(N)nc3c2CCCC3)ccc1O	99	-1	99	98	-1	99	36	0	100	-13	103
CCOC(=O)c1sc(NCC2CCCO2)nc1C (centres undefined)	103	-2	101	100	-25	103	4	10	101	-9	104
CCN(c1ccccc1)S(=O)(=O)c1ccc(OC)c(NC(=O)CN(C)C)c1	95	-3	95	97	-8	94	15	17	97	1	98
CC(C)(C)C(=O)Nc1nnc(SCC(=O)NCc2ccco2)s1	97	-1	96	101	7	100	13	-8	96	-10	102
O=C(NCc1ccc2c(c1)OCO2)c1ccc2c(c1)N(Cc1c(F)cccc1Cl)C(=O)CS2	95	-3	100	97	9	96	2	19	98	-4	98
Cc1ccc(S(=O)(=O)/C(=C/Cl)NC(=O)c2ccccc2)cc1	99	-1	98	98	5	99	12	-7	100	-15	102
Cc1ccc2nc(-c3ccccn3)c(NC3CCCC3)n2c1	101	-3	98	99	.	100	8	-27	100	-94	98
CC(=O)Cc1ccccc1OCC(=O)O	101	3	103	99	-5	103	16	16	102	-16	106
COc1cccc(C(C)NC(=O)Nc2ccccc2Cl)c1 (centres undefined)	98	1	104	92	7	95	11	7	98	-25	93
CCn1cc(S(=O)(=O)N2CCN(Cc3cccc(Cl)c3)CC2)cn1	94	1	98	96	-33	94	11	19	95	-2	99
COc1ccc(CNC(=O)N2CCN(c3ccc(F)cc3)CC2)cc1Cl	98	2	107	95	-19	98	17	-2	99	-20	99
CC(C)(C)c1cc(C(F)(F)F)c(C#N)c(=O)[nH]1	92	0	93	94	.	94	5	4	94	24	95
CCc1ccc(NC(=O)CSc2nc3ccsc3c(=O)n2CCCCCC(=O)O)cc1	94	-2	101	94	6	91	13	26	95	3	96
COc1cc(CNCCN(C)C)ccc1OCc1c(F)cccc1Cl	98	0	94	99	.	100	10	28	96	1	100
COc1cc(C(=O)Nc2nccs2)cc(OC)c1OC	97	0	94	94	7	96	14	-21	95	-6	95
Cc1ccccc1Cn1cc(/C=N/n2cnnc2)c2ccccc21	96	0	94	97	.	97	11	-5	98	14	99
C=CCNC(=O)NC(=O)COC(=O)/C(C#N)=C/c1ccc(OC)cc1	98	-3	95	90	15	90	14	22	95	-10	85
O=C(c1ccccc1F)N1CCN(C2CCC(c3ccccc3)CC2)CC1 (centres undefined)	95	-5	97	99	3	94	12	20	97	9	100
COc1cccc(C(=O)Nc2nnc(-c3cccs3)s2)c1	99	1	96	100	.	102	7	-8	101	-18	105

Carrying on.
SMILES	Rab2 wt GTP	Bim-Mcl-1	Rab7 wt modul	Rac1 mut GTP	Pf gamet viab	Cdc42 wt	Avidin fluor	Mcl1-Noxa inh	HRas wt GTP	Mcl1-Bid inh	Rac1 wt GTP bind
COc1ccc(-n2c(=S)[nH]c3sc4c(c3c2=O)CCc2ccccc2-4)cc1	100	-9	102	96	.	100	6	20	103	-48	117
COc1ccccc1N1CCN(C(=O)CSc2nc(N)cc(=O)[nH]2)CC1	99	1	96	99	.	102	201*	17	99	-36	103
CCC(NC(=O)NCCCn1ccnc1)(C(F)(F)F)C(F)(F)F	100	-5	97	101	.	104	8	3	102	-21	107
CCC(=O)c1ccc(OCC(O)CN2CCN(c3cccc(C(F)(F)F)c3)CC2)cc1 (centres undefined)	98	-1	98	94	-42	101	36	21	100	2	98
Nc1c(C(=O)NC2CC2)sc2nc3c(c(-c4ccco4)c12)CC/C3=C/c1ccco1	?	35	?	?	.	?	4	97*	?	84*	?
CNc1c(N=Cc2cccnc2)c(=O)n(C)c(=O)n1C	101	0	97	103	-2	102	8	-5	101	-81	103
CC(NC(=S)N1CCOCC1)c1ccccc1 (centres undefined)	99	-4	101	100	.	102	13	7	102	-40	105
CCOc1c2ccc(C(=O)NCc3ccc(OC(F)(F)F)cc3)cc2nn1CC	97	-4	94	101	-32	102	14	2	99	-13	104
C/C(=N\Nc1ccc(S(=O)(=O)N2CCOCC2)cc1[N+](=O)[O-])C(C)C	99	0	102	94	-5	93	11	9	99	-11	96
Cc1ccc(NC(=O)CCc2ccc(S(=O)(=O)N3CCOCC3)cc2)c(C)c1	102	0	101	98	2	107	7	5	101	-4	105
O=C(CSc1ncnc2c1cnn2CCc1ccccc1)Nc1ccc(F)cc1	96	0	95	95	.	96	18	19	98	2	96

Compounds as they come (roughly 2.7% active in at least one column).
